From PubChem BioAssay
aSyn yeast rescue = alpha-synuclein toxicity suppression in yeast; Potency, µM (highest dose often 46.1 µM), without a hit: top-dose growth rescue (activation), hits mostly activators; AID 1347070; 0.02% of 94,000 active; S. cerevisiae alpha-synuclein toxicity rescue, BacTiter-Glo growth, 24 h; active = well fitted activation curve with a large enough effect; inconclusive = small, poorly fitted or top-dose-only effect; note: 0% is about no effect
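Growth restoration measured by BacTiter-Glo luminescence after 24 hr at 30 deg C; alpha-synuclein yeast, raffinose-pregrown to mid-log, were added at OD600=0.02 in galactose medium onto pinned compounds.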
Starred values were filed as active, the others as inactive; & = joins results of further samples; [ ] = dose if it differs, or a comment. Potency is the fitted concentration of half-maximal effect. The list is partial. The share of hits here may be higher or lower than overall.

`CCC(=O)NCCc1nc2cc(NC(=O)COc3ccccc3)ccc2n1C` gave aSyn yeast rescue 6%.
CCOc1ccc(NC(=O)N2CCC(n3c(C)nc4cccnc43)CC2)cc1 was read as aSyn yeast rescue -4%.
For Cc1cc(CNC(=O)COC(=O)c2ccc(Cl)c(N)c2)cc(C)c1O the results were aSyn yeast rescue 12%.
CCOc1ccc(NC(=O)N2CCCC2C(=O)NCc2ccco2)cc1 (stereo unspecified) was read as aSyn yeast rescue 1%.
CCN1CCN(Cc2ccc(NC(=O)c3ccc(C)c(/C=C/c4cnc(Nc5cc(N6CCNCC6)nc(C)n5)cn4)c3)cc2C(F)(F)F)CC1 was read as aSyn yeast rescue -19%.
Cc1nn(CC(=O)OCC(=O)Nc2c(C(C)C)cccc2C(C)C)c(C)c1[N+](=O)[O-] was read as aSyn yeast rescue -18%.
CCC(Sc1nncn2c1cc1sccc12)C(=O)Nc1cccc(OC)c1 (stereo unspecified) was read as aSyn yeast rescue inconclusive.
For O=[N+]([O-])c1ccc(/C=C/c2ccncc2)cc1 the results were aSyn yeast rescue -8%.
CCOC(=O)c1cnc2c(C)cc(C)cc2c1Nc1ccccc1OCC was read as aSyn yeast rescue 2%.
Cc1ccccc1-n1c(=O)cc(N2CCN(C(=O)c3ccco3)CC2)[nH]c1=O was read as aSyn yeast rescue -5%.

Overlap with the part before: two compounds, then new ones.
CCOC(=O)c1cnc2c(C)cc(C)cc2c1Nc1ccccc1OCC was read as aSyn yeast rescue 2%.
Cc1ccccc1-n1c(=O)cc(N2CCN(C(=O)c3ccco3)CC2)[nH]c1=O was read as aSyn yeast rescue -5%.
`COc1ccc(OC)c(NC(=O)Cn2c(=O)c3cccn3c3ccccc32)c1` gave aSyn yeast rescue 6%.
For NS(=O)(=O)c1ccc(CCNC(=O)C(=O)C2C(=O)Nc3ccccc32)cc1 (stereo unspecified) the results were aSyn yeast rescue 16%.
For N#Cc1cccc(NC(=O)CNc2cc(S(=O)(=O)N3CCOCC3)ccc2N2CCCC2)c1 the results were aSyn yeast rescue 3%.
Screening COc1ccc(-c2[nH]c(-c3ccc(C)cc3)nc2SCC(=O)NC2CCCC2)cc1 returned aSyn yeast rescue -6%.
`Cc1cc(C)cc(OCC(=O)NC2CCCc3ccccc32)c1` (stereo unspecified) gave aSyn yeast rescue 4%.
`Cc1ccccc1C(=O)OCc1cc(=O)n2nc(-c3cccs3)sc2n1` gave aSyn yeast rescue 2%.
For Cn1cc(-c2cc3n(n2)CCC(=O)N3CC(=O)NCc2ccc(Cl)cc2)c2ccccc21 the results were aSyn yeast rescue -5%.
`Nc1cccc(S(=O)(=O)Nc2ccc(SC(F)F)cc2)c1` gave aSyn yeast rescue -2%.
`COc1cc(C2CC(=O)Nc3ccc4ccccc4c32)ccc1OC(=O)C(C)C` (stereo unspecified) gave aSyn yeast rescue 1%.
`COc1ccccc1CNC(=O)Cn1c(=O)nc(-c2ccccc2)c2ccccc21` gave aSyn yeast rescue 3%.
`COc1ccc(C)cc1S(=O)(=O)n1nc(C)cc1C` gave aSyn yeast rescue -1%.
`N#C/C(=C\Nc1ccc2cn[nH]c2c1)c1nc(-c2ccc(Cl)cc2)cs1` gave aSyn yeast rescue 10%.
For CSc1ccccc1C(=O)OCC(=O)NC1CC1 the results were aSyn yeast rescue 11%.
Screening COc1ccc(C)cc1NC(=O)C(=O)NCC(c1cccnc1)N1CCN(c2ccccc2F)CC1 (stereo unspecified) returned aSyn yeast rescue -5%.
Cc1cccc(C)c1Nc1c(-c2ccc(Cl)s2)nc2ncccn12 was read as aSyn yeast rescue 1%.
`Cc1ccccc1Nc1c(-c2cccnc2)nc2cccc(C)n12` gave aSyn yeast rescue 2%.
For Cc1cccc(-c2ocnc2C(=O)Nc2ncc(C)s2)c1 the results were aSyn yeast rescue -11%.
Cc1ccccc1OCC(=O)NNC(=O)c1cc(S(=O)(=O)N2CCOCC2)ccc1N1CCCC1 was read as aSyn yeast rescue 4%.
`CCOC(=O)N1CCC(N2CC34C=CC(O3)C(C(=O)O)C4C2=O)CC1` (stereo unspecified) gave aSyn yeast rescue -2%.
For C[C@H](CO)N1C[C@H](C)[C@@H](CN(C)S(=O)(=O)c2cn(C)cn2)Oc2ncc(Br)cc2C1=O the results were aSyn yeast rescue 6%.

Quoted at random: six compounds from above, in no set order.
`COc1ccccc1CNC(=O)Cn1c(=O)nc(-c2ccccc2)c2ccccc21` gave aSyn yeast rescue 3%.
Cc1ccccc1OCC(=O)NNC(=O)c1cc(S(=O)(=O)N2CCOCC2)ccc1N1CCCC1 was read as aSyn yeast rescue 4%.
CCOc1ccc(NC(=O)N2CCCC2C(=O)NCc2ccco2)cc1 (stereo unspecified) was read as aSyn yeast rescue 1%.
CCOc1ccc(NC(=O)N2CCC(n3c(C)nc4cccnc43)CC2)cc1 was read as aSyn yeast rescue -4%.
For Cc1cc(CNC(=O)COC(=O)c2ccc(Cl)c(N)c2)cc(C)c1O the results were aSyn yeast rescue 12%.
For NS(=O)(=O)c1ccc(CCNC(=O)C(=O)C2C(=O)Nc3ccccc32)cc1 (stereo unspecified) the results were aSyn yeast rescue 16%.

(next part)
Cn1c(=O)[nH]c(=O)c2c1nc(N1CCN(CCO)CC1)n2CCSc1nc2ccccc2s1 was read as aSyn yeast rescue -9%.
For Cn1c(=O)c2c(SCC(=O)N3CCc4ccccc43)nc(-c3cccc(F)c3)nc2n(C)c1=O the results were aSyn yeast rescue -13%.
Screening CCC(C)NC(=O)CCC(=O)Nc1ccc2nc(N3CC(C)CC(C)C3)cc(C)c2c1 (stereo unspecified) returned aSyn yeast rescue 5%.
CCCCN(C)CCCNC(=O)Cn1cc2c(n1)-c1c(oc(C(=O)N3CCCC3)c1C)CC2 was read as aSyn yeast rescue 0%.
For CCc1nn(CC(=O)NCc2cccc(OC)c2OC)c(=O)c2cc3occc3n12 the results were aSyn yeast rescue -4%.
Screening CCCCN1C(=O)CCC(C(=O)O)C1c1ccc(OC)cc1 (stereo unspecified) returned aSyn yeast rescue -11%.
`O=C(CN1C(=O)c2ccccc2S1(=O)=O)NCCSCc1cccc(Cl)c1` gave aSyn yeast rescue -1%.
Screening CCN1C(=O)N(c2ccc(C(C)=O)cc2)S(=O)(=O)c2ccccc21 returned aSyn yeast rescue 3%.
Cc1ccc(CNS(=O)(=O)c2ccc(-c3cnc(C4CC4)o3)cc2)cc1 was read as aSyn yeast rescue 6%.
Screening COC(=O)c1ccc(NC(=O)c2ccc3nccnc3c2)cc1 returned aSyn yeast rescue -7%.
`CCN(Cc1ccccc1)C(=O)CCS(=O)(=O)c1cc(Br)cc2c1N(C(=O)C1CC1)CC2` gave aSyn yeast rescue -6%.
`COc1cc(NC(=O)c2cc(-c3ccc4c(c3)OCO4)on2)cc(OC)c1OC` gave aSyn yeast rescue 9%&-15%.
`CC1(C)CC(NC(=O)C23CCC(C)(C(=O)C2=O)C3(C)C)CC(C)(C)N1` (stereo unspecified) gave aSyn yeast rescue -9%.
For Cc1cccc2sc(N(Cc3cccnc3)C(=O)COc3ccccc3)nc12 the results were aSyn yeast rescue inconclusive.
Screening COc1ccc(OC)c(-c2csc(NC(=O)CSCc3c(C)noc3C)n2)c1 returned aSyn yeast rescue 0%.
For CCC(C)C(NC(=O)/C(=C\c1ccccc1)NC(=O)c1ccc(OC)cc1)C(=O)O (stereo unspecified) the results were aSyn yeast rescue 0%.
`O=C(NCc1ccc2c(c1)OCO2)c1ccc2c(c1)N(Cc1ccccc1F)C(=O)c1ccccc1S2=O` (stereo unspecified) gave aSyn yeast rescue 3%.
Cn1cnc(S(=O)(=O)N2CCC(C(=O)NCc3ccccc3)CC2)c1 was read as aSyn yeast rescue -8%.
`CC1Cc2nc(SCC(=O)Nc3ccc4c(c3)OCO4)n(-c3ccc(F)cc3)c(=O)c2S1` (stereo unspecified) gave aSyn yeast rescue 1%.
For Cc1ccc(Nc2c(-c3ccc(Br)o3)nc3ccccn23)cc1 the results were aSyn yeast rescue -24%.
For Cc1cc(NC(=O)c2ccc3c(c2)N(Cc2cccc(Cl)c2)C(=O)c2ccccc2S3(=O)=O)ccc1Br the results were aSyn yeast rescue -11%.
`Cc1ccc(-n2nc(C)c3c(C)cc(=O)n(CC(=O)NC(C)c4ccccc4)c32)cc1` (stereo unspecified) gave aSyn yeast rescue -6%.
COC(=O)c1sccc1NC(=S)N1CCN(c2cc(C)ccc2C)CC1 was read as aSyn yeast rescue -17%.
Screening CC1CN(C(=O)C(C)N2CCN(c3cccc(Cl)c3)CC2)CC(C)O1 (stereo unspecified) returned aSyn yeast rescue 7%.
`CN(C)S(=O)(=O)c1ccc(Cl)c(NC(=O)COC(=O)/C=C/c2cnc3ccccc3n2)c1` gave aSyn yeast rescue 0%.
CCOC(=O)c1c(NC(=O)C2=C(C)NC(=S)NC2c2ccc(C)cc2)sc(C)c1C (stereo unspecified) was read as aSyn yeast rescue 6%.
Screening CC(=O)c1ccc(NC(=O)CSc2ccc(-c3ccc(-n4cccn4)cc3)nn2)cc1 returned aSyn yeast rescue 10%.
Screening Cc1ccccc1CN1C(=O)c2ccccc2S(=O)c2ccc(C(=O)NCc3ccc4c(c3)OCO4)cc21 (stereo unspecified) returned aSyn yeast rescue 8%.
`CCCC(=O)Nc1cccc(-c2nc3cc(C)c(C)cc3o2)c1C` gave aSyn yeast rescue 6%.
Screening COc1ccc(Cn2c(=O)[nH]c3cc(C(=O)NCCC(C)C)ccc3c2=O)cc1 returned aSyn yeast rescue 5%.
`COc1ccc(NC(=O)C2CCCN2C(=O)Nc2cccc(F)c2)cc1` (stereo unspecified) gave aSyn yeast rescue 2%.
`COc1ccc(-c2nc3n(c(=O)c2C#N)CCS3)cc1` gave aSyn yeast rescue -8%.
`Cc1ccc(Cl)cc1NC(=O)/C(C#N)=C/c1c(C)n(Cc2ccccc2)c2ccccc12` gave aSyn yeast rescue 0%.
CCOc1ccc(C2=NC(c3cccs3)=Nc3ccc(CC)cc3N2)cc1OCC was read as aSyn yeast rescue 1%.
Screening CCCc1cc(C(=O)Nc2cc(Br)ccc2O)no1 returned aSyn yeast rescue -7%.
For COc1ccccc1N1CSC2=C(C#N)C(c3ccc(SC)cc3)CC(=O)N2C1 (stereo unspecified) the results were aSyn yeast rescue -4%.
`CCN(CC)c1cc(C)nc2nc(-c3ccc(C)cc3)nn12` gave aSyn yeast rescue -6%.
Screening CC(C)(C)C(=O)NCC(c1ccc2c(c1)OCO2)N1CCOCC1 (stereo unspecified) returned aSyn yeast rescue -6%.
Screening CCN(C(=O)c1cc(S(=O)(=O)N2CCCCC2)c[nH]1)c1ccc(OC)cc1 returned aSyn yeast rescue 8%.
CCc1cccc(CC)c1NC(=O)C(Cc1ccccc1)NS(=O)(=O)c1cccc2nsnc12 (stereo unspecified) was read as aSyn yeast rescue -7%.
Screening CCOc1ccc(Cn2c(-c3ccc(OCC)c(OC)c3)nc3ccccc32)cc1OC returned aSyn yeast rescue -3%.
CCCCC(=O)Nc1ccc(C(=O)NCCc2ccccc2)cc1 was read as aSyn yeast rescue 2%.
For CCN(CC)S(=O)(=O)c1ccc(N2CCOCC2)c(NC(=O)c2nn(C(C)C)c(=O)c3ccccc23)c1 the results were aSyn yeast rescue 7%.
Screening Cc1ccc(-n2c(=O)c3cccnc3n2CC(=O)Nc2ccc(C)cc2Cl)cc1 returned aSyn yeast rescue -3%.
O=C(Cc1csc2ccccc12)NCc1cccc(Br)c1 was read as aSyn yeast rescue -1%.
`Cc1ccccc1OCC(=O)OCc1cc(=O)n2nc(C3CC3)sc2n1` gave aSyn yeast rescue 3%.
For O=C(NCc1nc2ccccc2[nH]1)c1cccc(Cl)c1 the results were aSyn yeast rescue -1%.
Cc1cc(=O)c2c(=O)[nH][nH]c2[nH]1 was read as aSyn yeast rescue 3%.
Screening Cc1ccc(S(=O)(=O)C(CNC(=O)C(=O)NCc2ccccc2C)c2cccs2)cc1 (stereo unspecified) returned aSyn yeast rescue 16%.
`CCOC(=O)C1CCN(C(=O)c2ccc(NC(=O)c3nsc4ccccc34)cc2)CC1` gave aSyn yeast rescue -31%[inhibitor].

Reprinted from the part before: 3 compounds; new compounds follow.
Cc1cc(=O)c2c(=O)[nH][nH]c2[nH]1 was read as aSyn yeast rescue 3%.
Screening Cc1ccc(S(=O)(=O)C(CNC(=O)C(=O)NCc2ccccc2C)c2cccs2)cc1 (stereo unspecified) returned aSyn yeast rescue 16%.
`CCOC(=O)C1CCN(C(=O)c2ccc(NC(=O)c3nsc4ccccc34)cc2)CC1` gave aSyn yeast rescue -31%[inhibitor].
Screening COc1cc(C(C)=O)ccc1OC(=O)CN1C(=O)c2ccccc2C1=O returned aSyn yeast rescue 12%.
For CCOC(=O)c1sc(NC(=O)/C=C/c2ccc(OCC)cc2)c(C(=O)OCC)c1C the results were aSyn yeast rescue 2%.
CCOc1ccc(-c2nc(SCC(=O)NCCCOC)c(-c3ccccc3)[nH]2)cc1 was read as aSyn yeast rescue -9%.
Screening COc1ccc(N2CCN(C(=O)c3cnn(-c4ccc(F)cc4)c3-n3cccc3)CC2)cc1 returned aSyn yeast rescue -5%.
O=C(NCCS(=O)(=O)N1CCN(c2ccccc2)CC1)c1cccc(F)c1 was read as aSyn yeast rescue 3%.
For C=CCNc1nc(C(=O)OCC(=O)c2ccc(F)cc2)cs1 the results were aSyn yeast rescue 5%.
Cc1noc(NS(=O)(=O)c2ccc(NC(=O)c3ccc(Br)cc3)cc2)c1C was read as aSyn yeast rescue -1%.
CCc1c(C)sc2c1CCN(C(=O)Nc1cc(OC)c(OC)c(OC)c1)C2c1ccccc1 (stereo unspecified) was read as aSyn yeast rescue -3%.
CCc1ccc(NC(=S)NCc2cccnc2)cc1 was read as aSyn yeast rescue -2%.
`CCc1nc2c(cnn2-c2ccc(C)cc2)c(=O)n1Cc1ccccc1` gave aSyn yeast rescue 6%.
For Cc1cc(C)c2nc(N3CCCC(C(=O)NCc4cccc(Cl)c4)C3)sc2c1 (stereo unspecified) the results were aSyn yeast rescue 6%.
`COc1ccc(C)cc1NC(=O)NCc1ccc2c(c1)CCN2C(=O)c1ccccc1` gave aSyn yeast rescue -9%.
